Source: PubChem BioAssay
hIAP inh = human IAP inhibition. P09923. purified IAP, CDP-Star luminescence, 30 min. inhibition, % at 10 µM. hit rate 0.12% among 330,000. AID 2544;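 active means inhibition reaching a set limit with compound at 10 µM in the primary screen, cut at about 35% in these data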;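 further: plate controls were DMSO wells with enzyme for no effect and no-enzyme buffer wells for full effect; values of inactives mirror those of a sister screen read the other way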
mIAP inh = blocks mouse intestinal alkaline phosphatase; purified mouse IAP, CDP-Star luminescence, 30 min; inhibition, % at 10 µM; hit rate 0.2% among 330,000; AID 2806;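 active means inhibition of at least 40% at 10 µM in the primary screen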;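 further: plate controls were DMSO with enzyme for no effect and no enzyme wells for full effect; values of inactives mirror those of a sister screen read the other way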
MIN6 prolif = MIN6 beta-cell proliferation induction; MIN6 cells proliferation, ATPlite luminescence, 48 h; cells starved in 0.2% serum; 100% = growth in 10% serum; proliferation, % at 10 µM; hit rate 0.29% among 330,000; AID 2380;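 active means compounds whose signal lies at least 3.5 SD above the mean of all wells on their plate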;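 further: 0% = DMSO-treated cells in low-serum medium and 100% = 10% serum control; some compounds called inactive have numbers as strong as hits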
APOBEC3G inh = inhibitors of human APOBEC3G DNA deaminase; inhibition, % at 20 µM; AID 493012; recombinant A3G, ssDNA deamination FAM/TAMRA fluorescence; hit rate 0.28% among 330,000;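 active means inhibition of at least 40% at 20 µM, with no more than 30% in the related APOBEC3A deaminase screen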;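 further: plate controls were DMSO wells with A3G for no effect and wells lacking A3G enzyme for full effect; some compounds called inactive have numbers as strong as hits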
Target sequence (Q9HC16 whole entry, looked up): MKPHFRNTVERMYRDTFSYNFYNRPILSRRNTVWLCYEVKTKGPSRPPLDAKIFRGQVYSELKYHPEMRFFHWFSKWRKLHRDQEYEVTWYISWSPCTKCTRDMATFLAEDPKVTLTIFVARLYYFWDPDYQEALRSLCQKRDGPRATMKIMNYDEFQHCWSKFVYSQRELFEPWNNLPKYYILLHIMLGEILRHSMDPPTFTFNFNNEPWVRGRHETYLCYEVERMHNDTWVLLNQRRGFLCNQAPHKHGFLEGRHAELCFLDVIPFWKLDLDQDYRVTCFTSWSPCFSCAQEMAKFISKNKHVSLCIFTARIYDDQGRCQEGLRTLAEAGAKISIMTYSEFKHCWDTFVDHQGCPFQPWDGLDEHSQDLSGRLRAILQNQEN
NLRP3 yeast inh = NALP3 inhibition in yeast | inhibition, % at 10 µM | hit rate 0.39% among 330,000 | Yeast reconstituted NLRP3/ASC/caspase-1, beta-gal luminescence, 24 h | AID 2825;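 active means inhibition of 50% or more; inactive means inhibition below 50%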;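 further: plate controls were induced DMSO wells for no effect and uninduced yeast grown without galactose for full effect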
A3A deaminase = inhibitors of human APOBEC3A DNA deaminase; P31941; recombinant A3A, FAM/TAMRA ssDNA deamination fluorescence; inhibition, % at 20 µM; hit rate 0.41% among 330,000;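 active means at least 40% inhibition at 20 µM here, with at most 30% in a related deaminase screen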;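 further: plate controls were A3A with DMSO for no effect and wells lacking A3A enzyme for full effect; some results filed as inactive read as strong as hits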
Target sequence (P31941 whole entry, looked up): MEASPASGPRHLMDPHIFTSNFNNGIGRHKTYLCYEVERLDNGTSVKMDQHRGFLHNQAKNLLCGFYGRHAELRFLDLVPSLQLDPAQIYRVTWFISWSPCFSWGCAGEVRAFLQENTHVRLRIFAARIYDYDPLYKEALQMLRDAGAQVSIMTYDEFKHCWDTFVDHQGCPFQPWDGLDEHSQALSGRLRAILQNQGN
hIAP activ = increases human intestinal alkaline phosphatase activity; P09923; purified human IAP, CDP-Star luminescence, 30 min; hits give high values; 1 = vehicle-only enzyme, 0 = enzyme-free background; activation factor at 10 µM; hit rate 0.16% among 330,000; AID 2524;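 active means activation factor of the enzyme at least 2-fold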; further: the source names both 10 and 20 µM as test concentration; values of inactives mirror those of a sister screen read the other way
SENP1 inh = SENP1 (human) catalytic domain inhibition; hit rate 0.21% among 360,000; Q9P0U3; inhibition, % at 10 µM; recombinant SENP1 catalytic domain, CyPet-SUMO1-YPet FRET cleavage;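 active means inhibition at least 30% at 10 µM, raw YFP signal under a set limit, fluorescence ratio 0.5 to 1.5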;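 further: 0% = enzyme with DMSO and 100% = no enzyme wells; some results filed as inactive read as strong as hits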
Target sequence (Q9P0U3 419-644 limits assumed): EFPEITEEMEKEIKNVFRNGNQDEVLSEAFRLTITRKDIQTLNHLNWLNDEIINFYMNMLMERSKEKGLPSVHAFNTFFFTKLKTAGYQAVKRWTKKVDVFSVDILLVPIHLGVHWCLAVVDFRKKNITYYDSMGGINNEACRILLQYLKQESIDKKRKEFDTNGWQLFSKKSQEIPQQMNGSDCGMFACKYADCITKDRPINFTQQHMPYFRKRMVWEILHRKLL
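System: Recombinant human SENP1 catalytic domain, His6-tagged | Incubation: Enzyme reaction for 50 min at room temperature, dark | Medium: Tris pH 8 with BME, BSA, NP40 and catalase | Also added: 25 nM SUMO1 FRET substrate | Compound: 10 µM single point, 0.5% DMSO | Measured by: FRET fluorescence in CFP and YFP emission channels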
mIAP act = increases mouse intestinal alkaline phosphatase activity; muIAP, CDP-Star luminescence, 30 min; hits give high values; 1 = vehicle-only enzyme signal, 0 = enzyme-free wells; activation factor at 10 µM; hit rate 0.24% among 330,000; AID 2805;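 active means activation factor of at least 2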; further: the source names both 10 and 20 µM as test concentration; values of inactives mirror those of a sister screen read the other way
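System: mouse IAP enzyme. Reagent: CDP-Star chemiluminescent phosphatase substrate. Benchmarks: DMSO wells, no-enzyme wells. Times: 30 min enzyme-substrate-compound incubation at room temperature. Detection: luminescence from enzymatic CDP-Star hydrolysis. Doses: test compounds delivered from DMSO solution.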
* = called active by the depositor; / = no result given. Only part of the results is shown; the hit share may differ from the screen's.

compound	SENP1 inh	hIAP inh	A3A deaminase	NLRP3 yeast inh	mIAP act	hIAP activ	mIAP inh	MIN6 prolif	APOBEC3G inh
CCOC(=O)c1c(C)[nH]c(C(=O)COC(=O)CCC2CCCC2)c1C	1	14	1	-2	1	0.86	-1	-1	-2
COc1ccc(S(=O)(=O)N2CCN(Cc3cccc(Cl)c3)CC2)cc1	1	6	-2	24	0.92	0.94	8	0	-6
COc1ccc(CNC(=O)C(=O)NCC2CCCN2S(=O)(=O)c2cccs2)cc1 (stereo not given)	-9	-2	2	7	0.96	1	4	-1	0
CC(NS(=O)(=O)c1cccc(Cl)c1)C(=O)N(C)C1CCN(C)CC1 (stereo not given)	2	4	-4	11	1	0.96	0	-2	-15
CCOc1ccccc1NC(=O)C1CCCN(c2c(CC)c(C)nc3ncnn23)C1 (stereo not given)	1	1	6	-6	0.94	0.99	6	0	-10
Cc1cccc(OCCNC(=S)NC(=O)c2cncc(Br)c2)c1	2	12	-9	4	0.89	0.88	11	3	-8
CCSc1nc2cc(OC)c(OC)cc2c(=O)n1CC	4	8	4	19	1	0.92	-3	0	-4
Cc1ccc2c(C)c(C(=O)N3CCN(c4ccncc4)CC3)oc2c1C	1	-32	22	16	1	1.3	-2	-3	-3
Cc1c[n+](CC(=O)c2ccccc2)c(C)cn1	9	-16	-3	14	1.1	1.2	-7	-1	23
Cc1cccc(-n2c(=O)c(C#N)cc3c(=O)n4ccccc4nc32)c1	-28	2	-1	-4	0.98	0.97	2	1	-4

(next part)
compound	SENP1 inh	hIAP inh	A3A deaminase	NLRP3 yeast inh	mIAP act	hIAP activ	mIAP inh	MIN6 prolif	APOBEC3G inh
CCc1ccc(C(=O)COC(=O)C2=NN(c3ccccc3)C(=O)CC2)cc1	-1	4	1	10	0.97	0.96	3	-3	-6
CCOc1ccc(S(=O)(=O)N2CCC(C(=O)Nc3cc(S(C)(=O)=O)ccc3Cl)CC2)cc1	1	-10	-2	21	1	1.1	-4	-6	-8
CCOC(=O)N1CCC(NC(=O)c2ccc3c(c2)N(CC)CCS3)CC1	-9	7	-4	14	0.97	0.93	3	1	5
COc1cc2c(cc1OC)C(=O)NCC(C)(C)O2	-1	1	-4	11	0.91	0.99	9	3	-6
C=CCN1C(=O)N/C(=C/c2ccc(N3CCOCC3)o2)C1=O	/	-13	0	27	0.96	1.1	4	-6	7
O=C(Cn1cc2c(n1)CCCCC2)NC1CCN(Cc2ccccc2)CC1	-4	5	0	1	1.1	0.95	-10	2	-1
Cc1nn(Cc2cccc(C(=O)Nc3ccn(Cc4c(F)c(F)cc(F)c4F)n3)c2)c(C)c1[N+](=O)[O-]	4	-9	0	17	0.84	1.1	16	-4	-6
Cc1ccccc1Nc1nnc(SCC(=O)NC(=O)NCc2ccco2)s1	-2	12	11	7	0.92	0.88	8	1	3
c1ccc(CCNc2nc(-c3cccnc3)cs2)cc1	0	10	-7	16	0.84	0.91	16	-3	-7
Clc1ccc(-c2csc(N3CCCCCC3)n2)cc1	2	-10	2	4	0.94	1.1	6	-5	2

Continuation.
compound	SENP1 inh	hIAP inh	A3A deaminase	NLRP3 yeast inh	mIAP act	hIAP activ	mIAP inh	MIN6 prolif	APOBEC3G inh
O=C(Nc1nnc(C2CC2)s1)c1cc2ccccc2o1	-4	3	20	36	1	0.97	-1	0	-7
COc1ccc(N(C)S(=O)(=O)c2ccc(Cl)c(C(=O)NNC(=O)c3ccccc3O)c2)cc1	-1	-83	2	5	0.74	1.8	26	-2	-1
Cc1cc(=O)oc(C)c1C(=O)N1CCN(C)CC1	2	-2	-3	5	1	1	-4	-2	-5
CCN(CC)CCOC(=O)c1ccc(NC(=O)CNC(=O)c2ccccc2)cc1	1	-3	49*	15	0.92	1	8	1	7
CC(=O)c1cc2c(cc1NS(=O)(=O)c1ccc(C)cc1)OCCO2	3	14	-3	-1	0.94	0.86	6	1	-3
COc1ccccc1C1C(C(N)=O)=C(C)Nc2nc(-c3ccccc3Cl)nn21 (stereo not given)	-1	8	-3	1	0.82	0.92	18	2	-9
COc1ccc(N2CCN(S(=O)(=O)c3ccc4oc(=O)ccc4c3)CC2)cc1	0	-4	-4	17	0.92	1	8	7	-9
O=C(C[n+]1ccc(C(=O)N/N=C/c2ccc(O)cc2)cc1)c1ccccc1	-62	7	-1	15	0.89	0.93	12	-2	4
Cc1onc(-c2ccccc2Cl)c1C(=O)Nc1nnc(Cc2ccc(Cl)cc2)s1	-2	13	2	9	0.97	0.87	3	-4	-3
O=C(NCC1OCCCN1S(=O)(=O)c1cc(F)ccc1F)C(=O)NC1CCCCC1 (stereo not given)	2	-2	-3	5	0.97	1	2	-1	-8

(cont.)
compound	SENP1 inh	hIAP inh	A3A deaminase	NLRP3 yeast inh	mIAP act	hIAP activ	mIAP inh	MIN6 prolif	APOBEC3G inh
O=C(CCN1C(=O)S/C(=C\c2ccccc2)C1=O)Nc1ccc(O)cc1C(=O)O	3	8	-3	7	0.98	0.92	2	-2	-8
CSCCC(NC(=O)c1ccccc1)C(=O)NCCc1ccc2c(c1)OCCO2 (stereo not given)	1	-7	-3	-3	1.1	1.1	-15	3	-10
c1coc(CNC2CCCCC2)c1	-2	3	-2	13	1	0.97	-3	1	-2
O=C(CSc1nc2ccsc2c(=O)n1NC(=O)c1ccccc1)Nc1nccs1	1	-4	2	20	1.1	1	-14	0	-1
COC(=O)c1ccc(N2NC(=O)/C(=C/c3ccc(-c4ccc(Cl)c(C(=O)O)c4)o3)C2=O)cc1	-27	25	59*	13	0.86	0.75	14	0	27
COc1ccc(CN(C)C(=O)COC(=O)c2cnc(Cl)c(Cl)c2)cc1	1	0	2	26	1	1	-3	-5	4
Cn1c(Cl)c(/C=N/OC(=O)C2CC2)c2ccccc21	2	2	-2	12	0.88	0.98	12	2	-4
CCCN1CCN(CC(=O)Nc2cc(OCC)ccc2OCC)CC1	1	1	-2	11	0.99	0.99	1	4	-8
COCCCN(CCC#N)C(=O)c1c(-c2c(Cl)cccc2Cl)noc1C	2	8	-3	1	0.93	0.92	7	-1	-9
COc1cc(C2Nc3ccc4ccccc4c3C3=C2C(=O)CC(C)(C)C3)ccc1OCC(=O)O (stereo not given)	-30	-16	-2	12	0.99	1.2	1	-1	-7

Additional structures follow.
compound	SENP1 inh	hIAP inh	A3A deaminase	NLRP3 yeast inh	mIAP act	hIAP activ	mIAP inh	MIN6 prolif	APOBEC3G inh
CCOc1ccc(NC(=O)c2ccc(NCC(=O)N3CCCCCC3)cc2)cc1	-2	3	14	17	0.99	0.97	1	-3	-11
CC(=O)N(CCc1ccccc1C)Cc1cc2cc(C)ccc2[nH]c1=O	1	-16	-5	12	1	1.2	-1	-1	-4
O=C(Nc1nc2ccccc2s1)c1ccccc1[N+](=O)[O-]	0	-9	-6	14	0.99	1.1	1	-4	-7
COc1ccc(CCNC(=O)CCCCn2c(=O)[nH]c3ccccc3c2=O)cc1OC	-2	-3	0	8	1	1	-4	-1	-6
COc1ccc(NC(=O)C2CCC(CNc3c(N4CCCCC4)c(=O)c3=O)CC2)c(OC)c1 (stereo not given)	3	-29	-9	-4	1.1	1.3	-15	-4	-6
Nc1c2c(nc3ccccc13)CCCC2=O	2	2	1	0	1.1	0.97	-6	0	-6
CCn1c(-c2ccccc2SC)n[nH]c1=S	-1	2	1	4	0.98	0.98	2	2	35
CCc1c(C)c2c(C)[nH]nc2oc1=O	0	-14	0	16	1	1.1	0	1	0
CC(C)c1ccc(S(=O)(=O)N2CCN(C(=S)NCc3ccco3)CC2)cc1	-6	-7	2	13	0.79	1.1	21	0	1
C=C(C)C(=O)Nc1cccc(C2=NOC3(C2)C[C@H](C(N)=O)N(C(=O)c2ccccc2C(=O)c2ccccc2)C3)c1 (stereo not given in full)	6	-3	19	8	0.93	1	7	0	83*

Reformatted with values under each structure: ten of the compounds above
The line under a structure holds: SENP1 inh	hIAP inh	A3A deaminase	NLRP3 yeast inh	mIAP act	hIAP activ	mIAP inh	MIN6 prolif	APOBEC3G inh
CCOc1ccc(NC(=O)c2ccc(NCC(=O)N3CCCCCC3)cc2)cc1
 : -2	3	14	17	0.99	0.97	1	-3	-11
CC(=O)N(CCc1ccccc1C)Cc1cc2cc(C)ccc2[nH]c1=O
 : 1	-16	-5	12	1	1.2	-1	-1	-4
O=C(Nc1nc2ccccc2s1)c1ccccc1[N+](=O)[O-]
 : 0	-9	-6	14	0.99	1.1	1	-4	-7
COc1ccc(CCNC(=O)CCCCn2c(=O)[nH]c3ccccc3c2=O)cc1OC
 : -2	-3	0	8	1	1	-4	-1	-6
COc1ccc(NC(=O)C2CCC(CNc3c(N4CCCCC4)c(=O)c3=O)CC2)c(OC)c1 (stereo not given)
 : 3	-29	-9	-4	1.1	1.3	-15	-4	-6
Nc1c2c(nc3ccccc13)CCCC2=O
 : 2	2	1	0	1.1	0.97	-6	0	-6
CCn1c(-c2ccccc2SC)n[nH]c1=S
 : -1	2	1	4	0.98	0.98	2	2	35
CCc1c(C)c2c(C)[nH]nc2oc1=O
 : 0	-14	0	16	1	1.1	0	1	0
CC(C)c1ccc(S(=O)(=O)N2CCN(C(=S)NCc3ccco3)CC2)cc1
 : -6	-7	2	13	0.79	1.1	21	0	1
C=C(C)C(=O)Nc1cccc(C2=NOC3(C2)C[C@H](C(N)=O)N(C(=O)c2ccccc2C(=O)c2ccccc2)C3)c1 (stereo not given in full)
 : 6	-3	19	8	0.93	1	7	0	83*

Next structures.
compound	SENP1 inh	hIAP inh	A3A deaminase	NLRP3 yeast inh	mIAP act	hIAP activ	mIAP inh	MIN6 prolif	APOBEC3G inh
CC#CC(=O)N1CCC(C(=O)Nc2ccc(Oc3ccccc3)nc2)CC1	0	-8	-2	3	1	1.1	-1	-4	-9
COC(=O)c1ccc(-n2c(C)nc(=O)c(-c3ccccc3)c2C)cc1	2	-26	-5	11	1.1	1.3	-8	2	-2
CCC(C)C(=O)Nc1nc(C)c(-c2csc(Nc3ccccc3OC)n2)s1 (stereo not given)	-15	16	-6	6	0.88	0.84	12	-8	-7
CC(=O)c1ccc(N2CCN(c3ccnc4cc(Cl)ccc34)CC2)cc1	-1	8	4	34	0.95	0.92	5	-1	-2
O=c1oc(CCCO)cc2ccc(Br)cc12	1	7	-2	9	0.94	0.93	6	-1	-5
Cc1cccc2cc(CN(CC3CCCO3)C(c3nnnn3Cc3ccco3)C(C)C)c(=O)[nH]c12 (stereo not given)	-10	-3	-2	11	0.93	1	7	-2	-5
O=C(Nc1ccc(F)c([N+](=O)[O-])c1)c1cccs1	1	-8	7	25	1	1.1	0	-4	-5
COc1ccc2[nH]c3c(c2c1)CCN1C(=O)C(CC(=O)NC/C=C(\C)CCC=C(C)C)C[C@H](C(=O)N2CCCCC2)[C@@]31C (stereo not given in full)	/	/	4	/	2*	/	-100	/	8
O=C1N(C2CCCC2)C[C@@H]2C[C@@H](c3cn[nH]c3-c3ccc(Cl)cc3)N3CCC[C@@]123	0	7	2	6	1.1	0.93	-6	-3	1
CSc1ccc(-c2sc(Nc3ccccc3)n[n+]2-c2ccccc2)cc1	-74	-6	0	3	0.94	1.1	6	-8	18
